Screening results as filed in PubChem BioAssay.
CHO-K1 Ca ag: M1 agonist counterscreen hit in parental CHO-K1 cells. Fluo-8 calcium fluorescence; scaled to maximal ATP response, vehicle zero. activation, % at 3 µM. 360,000 compounds, 0.48% hits; in the data active = activation above about 15%;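 also: untransfected CHO-K1 host cells lacking M1 receptor as counterscreen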
V1aR counter: V1a receptor agonism, counter-screen for OXTR agonists; P37288; CHO-V1R cells, Fluo-8 calcium fluorescence, agonist mode; 0% DMSO, 100% 3 nM vasopressin; activation, % at 3 µM; 320,000 compounds, 0.25% hits; AID 2797;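 active = activation above the mean activation of all tested compounds plus 3 SD, per screening run, cut at about 20% in these data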;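 also: signal is peak over basal fluorescence ratio across a 100 second FLIPR read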
Target sequence (P37288 whole entry, looked up): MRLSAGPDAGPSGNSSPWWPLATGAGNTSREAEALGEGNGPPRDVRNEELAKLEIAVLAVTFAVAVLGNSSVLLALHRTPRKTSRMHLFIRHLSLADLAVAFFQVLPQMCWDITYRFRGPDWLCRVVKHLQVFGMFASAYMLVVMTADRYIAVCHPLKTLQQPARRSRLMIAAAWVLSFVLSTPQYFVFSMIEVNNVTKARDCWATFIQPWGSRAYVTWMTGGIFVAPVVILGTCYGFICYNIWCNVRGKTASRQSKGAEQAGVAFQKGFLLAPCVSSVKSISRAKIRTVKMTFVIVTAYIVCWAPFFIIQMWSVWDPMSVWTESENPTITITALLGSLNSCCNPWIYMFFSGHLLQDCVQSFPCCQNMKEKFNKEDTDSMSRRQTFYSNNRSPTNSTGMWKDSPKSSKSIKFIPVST
CHO-K1 Ca antag: counter-screen for M1 antagonists: effect in parental CHO-K1 cells; ATP-induced calcium, Fluo-8 fluorescence; inhibition, % at 3 µM; 360,000 compounds, 0.6% hits;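 active = inhibition above a per-plate cutoff, the plate's mean sample inhibition plus 3 SD, cut at about 24% in these data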;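 also: 0% = DMSO plus EC80 ATP and 100% = DMSO alone without ATP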
CHO parental Ca: counter-screen for OX1R antagonists: effect in parental CHO cells; 330,000 compounds, 0.63% hits; parental CHO-K1, ATP-induced calcium, Fluo-8 fluorescence; inhibition, % at 5.6 µM;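 active = inhibition above that plate's mean sample inhibition plus 3 SD, cut at about 26% in these data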;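 also: 0% = ATP-challenged DMSO wells and 100% = DMSO wells without ATP; some compounds past the cut are filed as inactive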
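Test system: untransfected parental CHO cell line; also added: ATP stimulus; dosing: 5.6 µM, single dose; signal: calcium-sensitive Fluo-8 fluorescence; measure: percent inhibition of ATP-evoked calcium rise, normalized to controls; benchmarks: low control ATP plus DMSO, high control DMSO only; replication: one well per compound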
GPR7 antagonist: antagonists of human GPR7 (neuropeptides B/W receptor 1). P48145. GPR7-expressing cells, fluorescence antagonist assay. inhibition, % at 4.4 µM. 290,000 compounds, 1.1% hits; in the data active = inhibition above about 16%, passing the limit was not always enough;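 also: cells stimulated with the agonist NPW; 0% = agonist with vehicle and 100% = vehicle without agonist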
OXTR agonist: activates the human oxytocin receptor; CHO-OTR cells, Fluo-8 calcium fluorescence; normalized: DMSO 0%, oxytocin 100%; 320,000 compounds, 0.32% hits; activation, % at 3 µM; P30559;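 active = activation above the mean of all tested compounds plus 3 SD, cutoff set per screening run, cut at about 20% in these data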;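 also: peak over basal fluorescence ratio from a 100 s FLIPR kinetic read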
TAAR1 antag: human TAAR1 antagonism; Q96RJ0; CHO RD-HGA16 TAAR1, Fluo-8 calcium fluorescence, antagonist; inhibition, % at 3 µM; 360,000 compounds, 1.5% hits;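 active = inhibition above a per-plate cutoff, the mean inhibition of test compounds on that plate plus 3 SD, cut at about 49% in these data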;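 also: 0% = DMSO plus EC80 beta-PEA response and 100% = DMSO alone without agonist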
Target sequence (Q96RJ0 whole entry, looked up): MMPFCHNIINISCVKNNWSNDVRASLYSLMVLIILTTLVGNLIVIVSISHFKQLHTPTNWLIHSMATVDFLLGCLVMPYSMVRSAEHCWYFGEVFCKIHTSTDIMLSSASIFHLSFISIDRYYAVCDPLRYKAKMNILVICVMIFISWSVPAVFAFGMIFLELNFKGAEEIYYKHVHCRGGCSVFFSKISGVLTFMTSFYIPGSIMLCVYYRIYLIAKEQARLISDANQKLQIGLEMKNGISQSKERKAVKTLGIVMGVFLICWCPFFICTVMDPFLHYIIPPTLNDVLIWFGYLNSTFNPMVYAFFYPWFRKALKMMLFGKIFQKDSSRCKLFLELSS
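Material: CHO RD-HGA16 cells bearing hTAAR1; compound dosing: one-point dosing, 3 µM nominal final; schedule: dye loading 75 min at 37 °C, then 30 min room temperature; measured by: calcium fluorescence with Fluo-8; control set: vehicle and agonist controls; replication: n of 1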
OXTR potentiator: potentiators of human oxytocin receptor | P30559 | CHO-OTR cells, Fluo-8 calcium fluorescence, potentiator mode; 0% = oxytocin EC15, 100% = EC100 | activation, % at 3 µM | 320,000 compounds, 0.061% hits | AID 2445;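 active = activation above that plate's cutoff, the mean activation of tested compounds plus 3 SD, cut at about 6.6% in these data, passing the limit was not always enough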;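 also: 100% uses oxytocin at 75 nM as the full agonist control; some results filed as inactive read as strong as hits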
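Material: human OTR in CHO cells. Compound: 3.0 µM, one dose. Timing: compound 6 min at room temperature before oxytocin, 100 s read. Evaluation: % activation of max/min ratio relative to oxytocin controls. Replication: single well per compound, singlicate. Signal: Fluo-8 calcium dye fluorescence.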
M1 PAM parental: nonselective activator or artifact in parental CHO-K1 calcium assay. ATP EC20, Fluo-8 calcium fluorescence; 0% at ATP EC20, 100% at ATP max. AID 602247. 360,000 compounds, 0.02% hits. activation, % at 3 µM;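 active = activation above the run cutoff, the mean activation of all test compounds plus 3 SD, cut at about 40% in these data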;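 also: peak over basal fluorescence ratio in a 140 s read after ATP addition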
The depositor's hits bear a star; . = not tested or not shown. An excerpt, so the mix of outcomes need not match the whole.

structure	OXTR potentiator	OXTR agonist	TAAR1 antag	CHO-K1 Ca ag	GPR7 antagonist	V1aR counter	CHO parental Ca	CHO-K1 Ca antag	M1 PAM parental
OC(c1ccccc1)(c1ccccc1)c1ccncc1	4	-0.9	-15	-0.4	-12	-0.4	-11	5	6
CCCn1c(C)c(C(=O)c2cccc3ccccc23)c2ccccc21	-9	-0.6	-2	-0.1	.	0.3	16	14	-13
OC1/C(=C/c2ccc(F)cc2)N2CCC1CC2 (centres undefined)	5	-0.3	13	-0.3	-5	0.9	-4	1	-8
O=C(O)c1cc(Oc2ccc(C(F)(F)F)cc2Cl)ccc1[N+](=O)[O-]	-3	-0.7	1	0.8	.	1.0	-4	-6	16
CC(=O)OC(C)(C)/C=C/C(=O)C(C)(O)C1[C@H](O)C[C@@]2(C)C3CC=C4C(CC[C@@H](O)C4(C)C)[C@]3(CO)C(=O)C[C@]12C (some centres undefined)	-4	-0.8	17	0.0	5	-0.4	-22	-2	-2
O=C1Nc2ccccc2C1Cc1nc2ccccc2c(=O)n1-c1ccccc1 (centres undefined)	3	0.1	16	1.3	-6	-0.1	0	-10	7
Cc1ccc(NC(=O)CSc2nnc([C@@H](N)Cc3c[nH]c4ccccc34)o2)c(C)c1	1	1.0	4	2.9	-4	0.0	-10	0	18
O=C1Nc2ccccc2/C1=C/c1cnc[nH]1	-5	-0.1	-5	0.6	-2	0.1	-12	-20	13
O=C1NC(=O)C(CCOc2ccccc2)(CCc2ccccc2)C(=O)N1	.	.	8	0.2	.	.	.	-4	8
Cc1ccc(-c2nc3ccc(C)cn3c2CC(=O)N(C)C)cc1	4	-0.4	-15	0.8	.	0.2	-21	2	11
Cc1cccc(-c2nc3ccccc3c(=O)n2-n2cccc2)c1	-4	-1.9	2	1.7	-4	-1.6	-11	-8	11
COc1c(C=C2C(=O)NC(=O)NC2=O)c(CCN(C)C(=O)c2ccccc2)cc2c1OCO2	1	-0.1	-3	0.7	4	0.4	-16	2	0

Next part:
structure	OXTR potentiator	OXTR agonist	TAAR1 antag	CHO-K1 Ca ag	GPR7 antagonist	V1aR counter	CHO parental Ca	CHO-K1 Ca antag	M1 PAM parental
O=C1NC(=O)N(Cc2ccco2)C(=O)/C1=C/c1ccc(-c2cccc([N+](=O)[O-])c2)o1	-2	-0.1	.	-0.4	-8	0.7	-4	-2	7
Cc1cc(Br)cn2c(CC(=O)N3CCCCC3)c(-c3ccc(F)cc3)nc12	.	.	4	0.7	.	.	.	3	0
CC(=NCCc1ccccc1)c1c(O)[nH]c(=O)[nH]c1=O	-5	-0.1	-23	0.2	-1	-0.2	-5	-10	4
CC(C)(C)c1ccc(S(=O)(=O)N2CC3CC(C2)c2cccc(=O)n2C3)cc1 (centres undefined)	0	-0.7	-27	-0.6	-3	-0.3	-11	8	-12
N#Cc1ccc(NC(=O)CN2CCCC2)cc1Cl	-19	1.3	-18	2.9	-10	0.1	-1	-14	9
CCC(NC(=O)OC(C)(C)C)C(=O)Oc1cc(C)cc2oc(=O)c3c(c12)CCC3 (centres undefined)	-11	-1.2	-3	4.5	-8	-0.9	-1	1	20
CCOC(=O)c1c(C)n(CC(O)CN2CCOCC2)c2cc(Br)c(OC)cc12 (centres undefined)	-12	0.1	21	3.9	-15	0.1	-13	-13	4
CC[C@H]1CC2CN3CCc4c([nH]c5ccccc45)C(C(=O)OC)(C2)C13 (some centres undefined)	0	-2.1	.	-1.1	.	-0.9	-18	2	-3
CCOC(=O)[C@]12Cc3cc(C)ccc3[C@H]1N(Cc1ccccc1)C(=O)c1cc(OC)ccc12	.	.	-35	1.2	.	.	.	5	1
COCc1cc(OC(=O)N(C)C)nc(-c2ccc(C)c(Cl)c2)n1	2	-1.6	-18	0.2	-4	-0.3	-24	-6	21
Cc1ccc(OCC(=O)N2CCN(C3CCC(c4ccccc4)CC3)CC2)cc1 (centres undefined)	-6	-1.0	-9	1.2	-8	-0.8	-31	8	-6
Cn1c(=O)c2nncnc2n(C)c1=O	0	-1.0	-13	-0.3	-10	0.8	-4	5	-10

(cont.)
structure	OXTR potentiator	OXTR agonist	TAAR1 antag	CHO-K1 Ca ag	GPR7 antagonist	V1aR counter	CHO parental Ca	CHO-K1 Ca antag	M1 PAM parental
COC(=O)[C@@]1(Sc2ccc(C)cc2)CC(=O)N(P(=O)(OC)OC)[C@@H]1c1ccccc1	.	.	10	1.5	.	.	.	-13	10
COc1cccc(-c2nn(Cc3ccccc3)cc2C(=O)O)c1	-10	-0.3	-19	1.2	-9	-0.1	-4	-16	0
CC#CP(=O)(OC)C(O)(CF)c1ccccc1 (centres undefined)	-14	-0.5	3	0.4	-11	0.3	-4	-1	21
C[C@@H]1CC[C@@]2(NC1)O[C@H]1C[C@H]3[C@@H]4CC=C5C[C@@H](O)CC[C@]5(C)[C@H]4CC[C@]3(C)[C@H]1[C@@H]2C	-14	0.9	.	6.9	-7	4.4	-5	4	15
O=S(=O)(NC1CCCC1)OCC(Cl)(Cl)Cl	2	-1.5	6	0.2	-2	-1.3	-8	-16	6
O=P(c1ccccc1)(c1ccccc1)N1CCCCC1	-3	0.4	-2	-0.1	-5	0.2	-8	-5	-2
CCCn1c(C(=O)c2ccccc2)nc2ccccc21	-8	-3.0	-29	0.0	-6	-1.6	-17	-9	6
Nc1ccncc1	-13	6.0	-5	0.4	-8	-0.3	-1	3	3
CCCCC1(CC)COP(=O)(OCC(Cl)(Cl)Cl)OC1 (centres undefined)	.	.	-1	-0.1	.	.	.	-14	14
CC1=CC2OC3CC4OC(=O)C=CC=CC(=O)OCCC(C)C(O)C(=O)OCC2(CC1)C4(C)C31CO1 (centres undefined)	.	.	89*	7.3	.	.	.	7	-15
COc1ccc(C(=O)Cn2c(NCCCl)nc3ccccc32)cc1	-8	3.8	8	1.4	-10	1.7	-21	-8	7
O=C(NC(=S)N1C[C@H]2C[C@H](C1)c1cccc(=O)n1C2)c1ccc(F)cc1	3	0.1	21	0.1	-6	0.4	-7	-4	2

(further entries)
structure	OXTR potentiator	OXTR agonist	TAAR1 antag	CHO-K1 Ca ag	GPR7 antagonist	V1aR counter	CHO parental Ca	CHO-K1 Ca antag	M1 PAM parental
CN(C)C1CCc2[nH]c3c(F)cc(F)cc3c2C1 (centres undefined)	.	.	-18	0.8	.	.	.	2	14
COC(=O)c1ccccc1OP1(=O)COc2ccccc2OC1	3	-0.8	13	0.8	2	-1.1	-10	-8	23
Cn1c(O)c(/C=N/c2ccccn2)c(=O)n(C)c1=O	0	0.4	-1	-0.1	-6	0.9	-2	-6	2
CC(C)(C)C(=O)OCC12CCC(O1)C1(C)C(=O)OCC21 (centres undefined)	7	1.1	1	-0.2	-6	0.4	-5	13	-10
Cc1ccc(S(=O)(=O)N(C)C/N=C(\N)N[N+](=O)[O-])cc1	-5	-0.7	1	0.2	-5	-0.1	-4	-2	-3
COc1ccc(CN2Cc3cnnn3-c3ccccc3C2C#N)cc1 (centres undefined)	.	.	0	0.7	.	.	.	5	7
CN(C)C(=O)CSc1nnc([C@@H](N)Cc2ccccc2)o1	-3	0.6	12	0.7	-13	0.0	-10	-7	-3
O=C(COc1ccccc1)N1CCN(C/C=C/c2ccccc2)CC1	-6	1.0	-4	1.1	8	1.7	-18	-5	5
c1ccc(-c2nc(N3CCOCC3)s[n+]2-c2ccccc2)cc1	0	-0.7	-7	0.2	-8	1.7	-8	3	5
O=C(Cc1ccccc1)Oc1cccc(-n2cnnn2)c1	1	-0.7	17	0.8	3	0.6	-8	-16	12
CCCCCc1cc(O)c2c3c(c(=O)oc2c1)CN(C)CC3	-12	4.7	4	9.9	6	1.5	9	-7	26
CO[C@H]1C=CCCC=CC(=O)O[C@H]([C@H](C)C(=O)CCCC2CC(=O)NC(=O)C2)C(C)=C[C@@H](C)[C@@H]1O	.	.	-13	-0.2	.	.	.	-13	22

Following part
structure	OXTR potentiator	OXTR agonist	TAAR1 antag	CHO-K1 Ca ag	GPR7 antagonist	V1aR counter	CHO parental Ca	CHO-K1 Ca antag	M1 PAM parental
COc1ccccc1OCC(=O)N1CCCC(N(C)Cc2ccccc2)C1 (centres undefined)	-12	-0.7	-18	0.6	-7	-0.2	-31	0	-20
c1ccc(C2CC3CC(c4ccco4)N2O3)cc1 (centres undefined)	-8	-1.0	-9	0.4	-9	-1.1	-15	-14	3
O=c1[nH]c(=S)n(CCC2=CCCCC2)c(O)c1C=NCc1cccnc1	-1	0.1	14	0.4	3	-0.9	0	-2	5
COC(=O)C1=C(c2ccc(OC)c(OC)c2)C[C@@H]2CC[C@H]1N2C(=O)N1CCc2cc(OC)c(OC)cc2C1	1	-0.7	-4	-0.5	.	1.5	-18	-10	8
CN(C(=O)CN1CC=C(c2ccccc2)CC1)c1c(N)n(Cc2ccccc2)c(=O)[nH]c1=O	-8	-0.8	8	1.0	-13	1.3	-25	-9	1
O=C(CF)NC(NC(=S)Nc1ccccc1O)C(Cl)(Cl)Cl (centres undefined)	-6	0.8	18	0.3	-2	0.0	-14	5	7
CCOC(=O)CCN=Cc1c(O)n(-c2ccc(Br)cc2)c(=O)[nH]c1=O	-1	-0.1	-5	0.4	-10	0.8	-6	-19	24
O=C(COC(=O)c1ccc(O)cc1)Nc1ccc(Cl)cc1C(=O)c1ccccc1	-8	-0.4	42	0.8	11	-0.3	-14	3	12
Cc1cc(CN(C)C)c(OC(=O)N(C)C)cc1C	-6	-0.4	-20	0.3	-17	0.1	9	-5	14

Some of these compounds in order of molecular weight, low to high:
structure	OXTR potentiator	OXTR agonist	TAAR1 antag	CHO-K1 Ca ag	GPR7 antagonist	V1aR counter	CHO parental Ca	CHO-K1 Ca antag	M1 PAM parental
O=c1[nH]c(=S)n(CCC2=CCCCC2)c(O)c1C=NCc1cccnc1	-1	0.1	14	0.4	3	-0.9	0	-2	5
O=C(CF)NC(NC(=S)Nc1ccccc1O)C(Cl)(Cl)Cl (centres undefined)	-6	0.8	18	0.3	-2	0.0	-14	5	7
COC(=O)C1=C(c2ccc(OC)c(OC)c2)C[C@@H]2CC[C@H]1N2C(=O)N1CCc2cc(OC)c(OC)cc2C1	1	-0.7	-4	-0.5	.	1.5	-18	-10	8
